# Compound activity from PubChem.
# D1 allo mod = allosterically modulates the human D1 dopamine receptor; HEK293 D1, CRE-luciferase, dopamine EC30 potentiation; actives deviate in either direction; B-score at 10 µM; 5.9% of 58,000 active; AID 641;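 active = luminescence count or its row- and column-corrected plate score outside the 99.7% band of the plate's sample wells, on either side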
# Hsp90 inh = displaces geldanamycin probe from tumor Hsp90. NCI-N417 lysate Hsp90, Cy3B-geldanamycin FP displacement. inhibition, % at 30 µM. 0.35% of 64,000 active;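 active = inhibition above 50%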;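 also: 0% = tracer plus lysate wells and 100% = tracer alone without lysate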
# Her2 expr inh = lowers expression of human Her2 kinase; SKBR-3 HER2 protein level, AlphaScreen, 18-24 h; active compounds read low; AID 645; HER2 level % of control, % at 10 µM; P04626; 0.69% of 65,000 active;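 active = HER2 level under 5% of the carrier-only control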;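 also: 100% = DMSO carrier and 0% = 500 nM PU-H71 HSP90 inhibitor; lower value means stronger loss of Her2 protein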
# MKP-1 inh = blocks human MKP-1 phosphatase activity. P28562. recombinant MKP-1, OMFP hydrolysis fluorescence. inhibition, %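 (compounds tested at a single concentration somewhere between 10 and 100 µM)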. 0.15% of 65,000 active;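 active = inhibition above about 50%, limit read from the data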;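 also: 0% = DMSO max control wells and 100% = wells with enzyme stopped by NaOH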
# RORa activator = activators of human nuclear receptor RORA. 1.5% of 65,000 active. AID 560. P35398. CHO-K1 Gal4-RORA LBD luciferase reporter, luminescence; percent increase over mock-subtracted basal signal. activation, % at 10 µM;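 active = activation above the mean of all tested compounds plus 3 SD, cut at about 49% in these data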;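 also: 0% = DMSO-treated RORA cells and 100% = added signal equal to DMSO minus mock-transfected cells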
# Cdc25B block = human M-phase inducer phosphatase 2 inhibition; recombinant Cdc25B, OMFP fluorescence Ex485/Em525; 0.1% of 65,000 active; inhibition, %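 (compounds tested at 10 µM final in the well)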; P30305; in the data active = inhibition above about 50%
# TNAP act DEA = activates human TNAP at intermediate phosphate acceptor concentration; purified TNAP, CDP-star luminescence, 100 mM DEA, 30 min; active compounds read high; scale: 0 levamisole-inhibited, 1 vehicle-only enzyme; activation factor at 20 µM; 64,000 tested, under 10 active; AID 813;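 active = activation factor of at least 2 at 20 µM, relative to controls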
# FXIIa mix inh = factor XIIa (human) inhibition, mixture screen; P00748; purified FXIIa, fluorogenic substrate, pooled mixtures; inhibition, % at 5 µM; 0.2% of 62,000 active; in the data active = inhibition above about 20%, passing the limit was not always enough;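 also: 0% = enzyme without compound and 100% = no enzyme blank; some results filed as inactive read as strong as hits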
# Target sequence (P00748 20-372 limits assumed): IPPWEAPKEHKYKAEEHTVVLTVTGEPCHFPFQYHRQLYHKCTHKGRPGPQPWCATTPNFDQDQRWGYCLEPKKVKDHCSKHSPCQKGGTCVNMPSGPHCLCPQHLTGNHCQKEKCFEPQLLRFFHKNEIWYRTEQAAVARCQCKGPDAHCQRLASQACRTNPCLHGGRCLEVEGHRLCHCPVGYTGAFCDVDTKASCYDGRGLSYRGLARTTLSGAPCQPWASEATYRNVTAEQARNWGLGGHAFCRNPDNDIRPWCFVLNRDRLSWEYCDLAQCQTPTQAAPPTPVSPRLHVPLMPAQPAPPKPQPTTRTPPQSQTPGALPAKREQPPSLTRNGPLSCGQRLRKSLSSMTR
# Target sequence (P00748 373-615 limits assumed): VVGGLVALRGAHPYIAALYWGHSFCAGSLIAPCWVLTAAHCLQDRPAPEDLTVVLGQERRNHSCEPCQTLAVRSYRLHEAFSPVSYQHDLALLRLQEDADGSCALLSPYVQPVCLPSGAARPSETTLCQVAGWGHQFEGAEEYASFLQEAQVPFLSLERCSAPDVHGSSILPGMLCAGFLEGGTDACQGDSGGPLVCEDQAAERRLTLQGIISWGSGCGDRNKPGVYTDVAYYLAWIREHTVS
# SF-1 act = SF-1 (human) activation; activation, % at 10 µM; CHO-K1 Gal4-SF-1 LBD luciferase reporter; % increase over DMSO SF-1-specific signal; Q13285; 1.9% of 65,000 active; AID 522;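 active = activation above the mean activation of all tested compounds plus 3 SD, cut at about 50% in these data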
# Target sequence (Q13285 whole entry, looked up, the tested form may be a part): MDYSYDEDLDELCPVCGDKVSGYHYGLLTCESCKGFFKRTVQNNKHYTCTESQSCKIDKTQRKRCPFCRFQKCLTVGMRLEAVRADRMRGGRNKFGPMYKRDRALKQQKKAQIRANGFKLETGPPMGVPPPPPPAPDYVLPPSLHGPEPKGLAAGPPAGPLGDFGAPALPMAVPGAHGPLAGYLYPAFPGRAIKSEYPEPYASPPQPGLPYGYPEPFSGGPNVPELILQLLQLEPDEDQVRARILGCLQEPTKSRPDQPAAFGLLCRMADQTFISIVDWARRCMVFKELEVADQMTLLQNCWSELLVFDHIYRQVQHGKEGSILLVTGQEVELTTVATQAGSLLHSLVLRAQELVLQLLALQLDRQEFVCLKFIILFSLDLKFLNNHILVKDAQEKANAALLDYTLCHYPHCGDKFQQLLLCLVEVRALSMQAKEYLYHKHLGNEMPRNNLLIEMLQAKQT
#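 Assay system: CHO-K1 cells co-transfected with Gal4 DBD–human SF-1 LBD, 5xGal4 luciferase reporter / Input: 4,000 cells per well / Incubation: 20 h compound exposure at 37 °C after 1 h cell settling / Detection: SteadyLite luciferase luminescence / Control set: DMSO negative control and −SF1 background wells / Replication: one test per compound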
# Numbers without * were called inactive; x = no result given.
Molecule	D1 allo mod	Hsp90 inh	Her2 expr inh	MKP-1 inh	RORa activator	Cdc25B block	TNAP act DEA	FXIIa mix inh	SF-1 act
Cc1ccc(N(C(=O)Cn2nnc(-c3ccc(C)o3)n2)C(C(=O)NC2CCCC2)c2ccco2)cc1 (configuration not stated)	0.47	2	92	-1	-20	7	0.9	-2	-4
CC1=NC(C)Cc2ccccc21 (configuration not stated)	-0.46	0	117	-7	-21	12	1	-1	9
[N-]=[N+]=CC(=O)CNC(=O)[C@@H](Cc1ccccc1)N1C(=O)c2ccccc2C1=O	-0.24	-2	97	-4	-23	6	0.9	7	-14
CCC(C)N(C(=O)c1csnn1)C(C(=O)NCc1ccc(F)cc1)c1ccco1 (configuration not stated)	-0.62	-3	101	-16	-28	-12	0.9	2	0
COCCOC(=O)C1=C(N)OC2=C(C(=O)CC(C)(C)C2)C1c1cccnc1 (configuration not stated)	-1.4	-4	83	-5	-2	-1	0.9	2	5
CCOC(=O)c1c(C)n(C)c2ccc(OCC(O)CN3CCN(C)CC3)cc12 (configuration not stated)	x	-2	101	-5	2	-7	0.9	16	0
CCC(=O)N1CCN(C(C)=O)C1c1ccccc1 (configuration not stated)	-1.7	-1	95	-6	1	15	1	3	-1
O=C(O)c1ccccc1OCCOCCOc1ccccc1C(=O)O	0.2	-4	80	0	-8	-9	1	9	-6
CCn1c(CNC(=O)c2cccs2)nnc1SCC(=O)NCCc1ccccc1	0.28	2	96	-4	-10	-6	0.9	9	-7
CCC(=O)N1C(C(=O)N2CCCC2)CSC1c1ccc(OC)cc1 (configuration not stated)	-0.029	-1	72	-3	-16	-34	0.9	-27	16
COc1ccccc1C1/C(=C(/O)c2ccccc2)C(=O)C(=O)N1CC(C)C (configuration not stated)	-0.082	1	80	-4	2	2	0.9	-15	-8
C1CN(c2nc3nonc3nc2N2CCOCC2)CCO1	x	-3	99	8	-14	-8	0.9	-20	-17
Cc1cc(NC(=O)CSc2nc(-c3ccccc3)cs2)no1	-0.0083	-4	105	-2	-22	-10	0.7	18	-10
COc1ccc(OCC(=O)c2c(O)c3ccccc3oc2=O)cc1	0.83	0	95	1	0	-7	0.9	7	34
CCOC(=O)C1CCN(C(=O)CSC2=NCCS2)CC1	-0.021	1	72	-6	10	-13	1	10	10
COc1ccc(-c2noc(CCC(=O)NC3CCCCC3)n2)cc1OC	-0.49	-7	85	-4	-1	7	1	-23	5
CCN1CCCC1CNC(=O)CSCc1nc(-c2ccccc2C)oc1C (configuration not stated)	-1.5	1	114	33	-1	-7	0.9	-5	-1
Cc1cccc(CN2CCC(CNC(=O)C3CCCN(S(=O)(=O)c4cnc[nH]4)C3)CC2)c1 (configuration not stated)	-0.98	-7	77	-2	-6	-6	0.9	3	3
CCOc1cc2[nH]c(=S)n(CCOC)c(=O)c2cc1OCC	3	2	92	3	-7	-13	0.9	9	-6
COc1ccc(-c2cc(C(=O)Nc3cc(OC)c(OC)c(OC)c3)no2)cc1OC	0.00036	-3	93	4	16	-5	1	0	14
Cc1ccc(-c2nnc(CSc3nncn3N)o2)cc1	0.0039	-6	98	-2	3	8	0.9	-20	-15
CC1CN(C(=O)c2ccccc2)OC(c2ccc3c(c2)OCO3)O1 (configuration not stated)	0.21	-2	89	1	-22	-12	0.9	3	2
COc1ccc(C2(C(=O)O)CCCC2)cc1	0.088	1	98	25	23	13	0.9	6	-17
CC1CCc2nn(CC(=O)NCc3ccc(F)cc3)cc2C1 (configuration not stated)	0.8	1	89	4	10	-5	0.8	5	-30
CCOc1ccccc1N/C=C/C(=O)C(C)(C)C	-0.13	-1	58	1	-13	-1	0.9	3	-19
N=c1c(C(=O)NC2CCCC2)cc2c(=O)n3ccccc3nc2n1C1CCCC1	1.8	-8	90	7	12	-5	0.9	0	-6
CCNC(=O)NC(=O)COC(=O)c1ccccc1SCC(=O)NC(=O)NCC	-1.7	-13	73	-8	31	4	0.9	7	69*
O=C(Nc1ccccc1Cl)c1ccc2c(c1)N(Cc1ccc(F)cc1)C(=O)CS2=O (configuration not stated)	-1.5	-1	68	3	15	-17	0.9	2	21
COc1ccccc1C(=O)N1CCN(C(=O)COc2cccc(C)c2)CC1	-0.49	-1	106	-6	-13	5	0.9	6	-16
CCCOC(=O)Nc1ccccc1C(N)=O	0.12	-4	80	-11	20	-5	0.9	13	2
COc1cc2c(C#N)c(N3CCOCC3)nc(N)c2c(N)n1	1.7	-6	93	-6	-4	8	0.8	1	0
CCCS(=O)(=O)C(=C1NCCO1)S(=O)(=O)CCC	-0.52	-3	110	-9	-11	9	1	x	9
Cc1nnc(C)n1/N=C/C=C/c1ccccc1	-0.38	-10	321	-16	-3	0	0.9	0	-18
CC(=O)NC1CC2CCC(C1)N2Cc1ccc(C)cc1 (configuration not stated)	-0.85	-5	93	2	-5	-1	1	-2	3
COc1ccc(Nc2nc(CC(C)=O)ns2)cc1OC	x	-4	78	3	-9	0	0.9	28	3
CCOC(=O)N1CCC(N2Cc3cccc(C(=O)NCC4CCN(CC(C)C)C4)c3C2=O)CC1 (configuration not stated)	-0.53	-44	103	3	-17	-11	1	7	17
Cc1nc(C)c(-c2csc(Nc3cccnc3)n2)s1	-0.032	1	57	-4	25	1	0.9	1	39
O=c1cc(CN2CCN(c3ccccc3)CC2)c2cc(O)c(-c3ccccc3)cc2o1	-0.015	-4	65	6	10	-3	0.9	2	-6
c1ccc2c(c1)nc(N1CCOCC1)c1c3ccccc3[nH]c21	0.15	-2	70	1	26	-1	0.9	7	-10
CC12CC(NC(=O)N1Cc1ccccc1)c1ccccc1O2 (configuration not stated)	-0.34	x	107	-1	-9	-12	0.9	-6	4
Cc1nc(Nc2ccc3c(c2)OCCO3)c2nnn(Cc3ccccc3Cl)c2n1	-2.6	-8	56	-6	3	-17	1	2	33
Cc1ccc(OCC(=O)NCc2ccco2)cc1C	3	-1	112	8	-13	1	0.8	-3	-1
CCN(CC)CCNc1nc2c(c(=O)[nH]c(=O)n2C)n1CC(O)COc1ccc(Cl)cc1Cl (configuration not stated)	0.32	0	106	-10	-9	-8	1	4	-4
Cc1c(CN2CCC(C)CC2)c(=O)n(-c2ccccc2)n1C	0.32	-1	107	3	5	-3	1	1	-10
COc1ccc(N(C(=O)Cn2nnc3ccccc32)C(C(=O)NCc2ccco2)c2ccc(C)o2)cc1 (configuration not stated)	-0.18	-3	97	1	-20	2	0.9	-17	-8
CCCS(=O)(=O)N1CCC(C(=O)NCCCN(CC)c2cccc(C)c2)CC1	0.1	-1	105	6	14	1	1	-14	-7
COc1ccc(-n2cnnc2SCc2ncc(-c3ccccc3)o2)cc1	0.67	-2	130	26	-10	-29	0.9	3	-10
CCOc1ccc(Cc2nnc(N)s2)cc1OCC	11*	-14	80	-11	-22	-1	1	11	19
Cn1c(C(=O)NCc2cccs2)cc2c(=O)n(C)c3ccccc3c21	-1.1	-4	71	6	3	-25	0.9	-16	-45
CCOC(=O)c1ccc(N=c2sc(C(=O)OC)cc(=O)n2Cc2ccco2)cc1	-0.76	-3	2.9*	-10	-13	-12	0.9	5	-17
Cc1cc(NC(=O)c2cc(S(=O)(=O)N3CCCCC3)ccc2C)n(-c2ccccn2)n1	21*	-3	88	13	17	-12	1	-4	-8
COc1ccc(CN(C#N)c2nc(SC)nc(N(C)C)n2)cc1	1.4	-3	179	-19	-15	-25	0.9	x	9
Cc1n[nH]c(=S)n(/N=C/c2ccccn2)c1=O	-0.32	-1	66	9	2	2	1	10	2
CCOC(=O)N1CCC(N2Cc3cccc(C(=O)N4CCN(C5CCCCC5)CC4)c3C2=O)CC1	-0.56	1	99	6	-17	-15	0.9	6	6
Cc1ccc(C(=O)OCc2cc3ccccc3[nH]c2=O)cc1	-0.13	-5	117	-8	22	0	0.9	6	26
CCOC(=O)c1c(C)[nH]c(C(=O)COC(=O)C2CC(=O)N(Cc3ccccc3)C2)c1C (configuration not stated)	0.46	-1	112	5	-7	5	0.9	6	-5
COC(=O)c1cc(S(=O)(=O)NC2CCN(Cc3ccccc3)CC2)cn1C	-0.53	-1	99	0	2	-10	0.9	3	-1
N#Cc1c(N)nc(SC2CCCCC2=O)c(C#N)c1-c1ccco1 (configuration not stated)	x	x	46	9	28	-15	0.9	-1	6
C=CCNC(=O)CNS(=O)(=O)c1ccc(F)cc1	-0.43	-15	119	-1	24	-12	0.9	-13	-16
Clc1ccc2c(c1)c1ccccc1n2CN1CCOCC1	x	0	88	16	4	-10	1	2	12

# Later entries
Molecule	D1 allo mod	Hsp90 inh	Her2 expr inh	MKP-1 inh	RORa activator	Cdc25B block	TNAP act DEA	FXIIa mix inh	SF-1 act
CCOC(=O)/C=C1\SCC(=O)N1Cc1ccc(Br)cc1	-0.34	1	100	-11	1	-31	0.9	7	-5
c1ccc(CNCCN2CCNCC2)nc1	x	-1	106	-16	-6	-5	0.9	4	5
CCCCn1nnnc1SCC(=O)Nc1ccc2c(c1)OCCO2	-0.55	-3	130	15	-6	2	0.9	7	-1
Cc1c(Cl)cccc1NC(=O)CN1C(=O)CSc2ncccc21	-0.038	-4	104	9	-10	-5	0.9	4	6
COCCSc1ccccc1C(=O)N1CCCC1	-0.1	-3	105	9	7	-3	0.9	4	-15
CCN(C(=O)c1ccccc1Cl)c1ccccc1	-0.55	-2	106	-10	-3	-8	1	-6	-14
Cc1ccc(CN2C(=O)CCC2C(=O)NC2CC2)cc1 (configuration not stated)	0.41	1	107	2	-6	5	0.9	19	-17
O=C(NC1=NCCS1)c1cc(-c2ccccc2)nn1-c1ccccc1	x	-4	75	-9	-25	0	1	1	-10
O=C(Nc1ccccc1O)c1cc(S(=O)(=O)N2CCOCC2)ccc1Cl	-0.38	0	76	2	-14	0	1.1	-18	8
COc1ccc(-n2c(O)c(/C=N/n3cnnc3)c3ccccc3c2=O)cc1	1.5	-3	123	15	-9	0	1	-19	-12
CCOC(=O)C(C(C)=O)c1c(Br)c(O)c(O)c2c(C(=O)c3ccc(C)cc3)coc12 (configuration not stated)	-1.3	-1	-21*	-5	-31	14	0.9	6	-42
Cc1nc2sc3c(c2c2nc(-c4ccco4)nn12)CCCC3	0.39	-5	32	-5	2	3	1	6	-4
O=C(NC1CCCC1)C1CCCN(S(=O)(=O)c2ccc(-n3cnnn3)cc2)C1 (configuration not stated)	-0.82	-1	71	-2	-2	13	0.9	9	-4
Cc1ccc(CNC(=O)Cn2ccc3ccccc3c2=O)o1	0.46	0	91	6	-27	-10	0.9	2	-12
NC(=O)c1cccc2c(=O)oc3ccccc3c12	0.0044	-15	80	14	-12	7	1	4	-2
Nn1c(SCC(=O)Nc2ccc(Oc3ccccc3)cc2)nnc1C1CC1	-0.74	-3	116	11	-4	-4	0.9	-5	-15
CCOc1ncccc1C(=O)OCc1ccc(C(=O)OC)o1	8*	-3	94	-2	7	-19	0.9	-3	-6

# 4 of the compounds above, with values under each structure:
# Values run as follows: D1 allo mod, Hsp90 inh, Her2 expr inh, MKP-1 inh, RORa activator, Cdc25B block, TNAP act DEA, FXIIa mix inh, SF-1 act
- O=C(NC1CCCC1)C1CCCN(S(=O)(=O)c2ccc(-n3cnnn3)cc2)C1 (configuration not stated)
→ -0.82, -1, 71, -2, -2, 13, 0.9, 9, -4
- Cc1ccc(CNC(=O)Cn2ccc3ccccc3c2=O)o1
→ 0.46, 0, 91, 6, -27, -10, 0.9, 2, -12
- NC(=O)c1cccc2c(=O)oc3ccccc3c12
→ 0.0044, -15, 80, 14, -12, 7, 1, 4, -2
- Nn1c(SCC(=O)Nc2ccc(Oc3ccccc3)cc2)nnc1C1CC1
→ -0.74, -3, 116, 11, -4, -4, 0.9, -5, -15
